Bioassay records (PubChem)
MOR-DOR inv ag = inverse agonists of human mu-delta opioid receptor heterodimerization; P35372+P41143; cell-based MOR-DOR heterodimer luminescence, inverse agonism; inhibition, % at 9.3 µM; hit rate 0.21% among 340,000; AID 504357; in the data active means inhibition above about 22%, passing the limit was not always enough;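 further: 0% = cells with DMSO and 100% = wells without cells with DMSO; values of inactives mirror those of a sister screen read the other way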
HTR5A inv ag = inverse agonist of human HTR5A in OPRM1-OPRD1 counter-screen. inhibition, % at 9.3 µM. P47898. HTR5A cell line, luminescence, inverse agonism. hit rate 0.083% among 340,000; in the data active means inhibition mostly above about 23%, no sharp cut-off; inactive means mostly below about 18%;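 further: 0% = cells with DMSO and 100% = no-cell wells with DMSO; some compounds called inactive have numbers as strong as hits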
OPRM1-OPRD1 ag = agonists of human mu-delta opioid receptor heterodimerization | P35372+P41143 | cells, OPRM1-OPRD1 heterodimerization, luminescence | activation, % at 9.3 µM | hit rate 0.3% among 340,000 | AID 504326; in the data active means activation above about 18%;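 further: 0% = vehicle-treated cells and 100% = reference agonist; values of inactives mirror those of a sister screen read the other way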
HTR5A ag = activates human HTR5A in OPRM1-OPRD1 agonist counter-screen; P47898; hit rate 0.61% among 340,000; HTR5A agonist assay, luminescence, cell-based; activation, % at 9.3 µM; in the data active means activation mostly above about 9.5%, no sharp cut-off; inactive means mostly below about 7.6%;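 further: 0% = cells with vehicle only and 100% = reference agonist; strong numbers were not always called active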
DSG3 Ab inh = blocks pemphigus antibody binding to human desmoglein-3. P32926. DSG3-coupled beads, scFv-anti-DSG3-GFP binding, flow cytometry; stronger effect = lower value. binding (percent of control), % at 10 µM. hit rate 0.48% among 310,000. AID 588358;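 active means binding more than 3 SD below its plate's average and above zero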; further: some compounds called inactive have numbers as strong as hits
DAGLB inh = diacylglycerol lipase beta (human) inhibition. Q8NCG7. HEK293T DAGLB membrane lysate, EnzChek fluorogenic substrate. inhibition, % at 5.17 µM. hit rate 0.059% among 340,000. AID 504411; in the data active means inhibition above about 34%;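 further: 0% = enzyme with vehicle and 100% = wells lacking enzyme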
Target sequence (Q8NCG7 whole entry, looked up): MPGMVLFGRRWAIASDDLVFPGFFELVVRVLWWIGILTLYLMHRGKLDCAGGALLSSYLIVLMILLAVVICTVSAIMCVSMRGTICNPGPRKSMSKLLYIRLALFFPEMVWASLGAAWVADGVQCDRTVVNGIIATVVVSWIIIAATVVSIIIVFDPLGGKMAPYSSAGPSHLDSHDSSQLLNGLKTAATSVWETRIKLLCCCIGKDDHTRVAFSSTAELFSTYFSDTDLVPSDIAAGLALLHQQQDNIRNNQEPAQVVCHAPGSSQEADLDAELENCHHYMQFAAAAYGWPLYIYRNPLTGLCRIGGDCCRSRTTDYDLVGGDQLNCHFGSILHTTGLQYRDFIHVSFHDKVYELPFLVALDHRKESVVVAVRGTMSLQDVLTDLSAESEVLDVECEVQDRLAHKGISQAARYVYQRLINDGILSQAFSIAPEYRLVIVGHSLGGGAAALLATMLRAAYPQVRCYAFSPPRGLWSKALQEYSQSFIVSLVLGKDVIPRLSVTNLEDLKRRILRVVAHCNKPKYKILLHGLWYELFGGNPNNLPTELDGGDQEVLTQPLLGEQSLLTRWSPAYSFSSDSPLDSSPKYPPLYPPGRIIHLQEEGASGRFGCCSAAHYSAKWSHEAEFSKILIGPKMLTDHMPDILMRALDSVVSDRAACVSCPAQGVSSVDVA
PKA-R2B act = activators of human PKA-R2B complex. P22694+P31323. AID 504700. hit rate 0.079% among 340,000. activation, % at 11.4 µM. PKA-R2B holoenzyme dissociation, Cy5-IP20 fluorescence polarization; R2B truncated from residue 108, S112A mutant; 0% DMSO only, 100% 113 µM cGMP;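 active means activation above a cutoff set at the mean over all compounds plus 3 SD, cut at about 18% in these data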;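 further: higher means more holoenzyme dissociation and a rise in polarization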
Target sequence (P31323 whole entry, looked up, other chains not shown, the tested form may be a part): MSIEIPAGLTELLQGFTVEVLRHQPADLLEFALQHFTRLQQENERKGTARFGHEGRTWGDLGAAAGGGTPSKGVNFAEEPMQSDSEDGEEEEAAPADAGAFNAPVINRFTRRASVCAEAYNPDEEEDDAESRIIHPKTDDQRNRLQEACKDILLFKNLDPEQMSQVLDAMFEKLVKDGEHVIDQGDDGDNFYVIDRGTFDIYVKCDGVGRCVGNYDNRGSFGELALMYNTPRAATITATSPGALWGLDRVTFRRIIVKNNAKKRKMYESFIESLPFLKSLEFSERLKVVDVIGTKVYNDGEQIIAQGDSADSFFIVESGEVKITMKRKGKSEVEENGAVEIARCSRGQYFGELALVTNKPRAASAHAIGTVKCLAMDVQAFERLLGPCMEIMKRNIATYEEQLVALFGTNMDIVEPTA
V-ATPase pH = regulators of yeast V-ATPase proton transport; S. cerevisiae, pHLuorin cytosolic pH fluorescence; response, % at 10 µM; hit rate 0.37% among 350,000; AID 504577; in the data active means response mostly above about 7.3%, no sharp cut-off; inactive means mostly below about 5.4%; further: actives read high; inactives centre near 0; some compounds called inactive have numbers as strong as hits; reference of the scale not given here
PKA-R1A activ = PKA-R1A complex activation; P00514+P68181; PKA-R1A dissociation, Cy5-IP20 fluorescence polarization; scaled: DMSO 0%, 113 µM cGMP 100%; activation, % at 11.4 µM; hit rate 0.083% among 340,000; AID 504707;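 active means percent activation above the mean of all tested compounds plus 3 SD, cut at about 19% in these data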;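 further: higher means more PKAc released from R1A so a rise in polarization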
Arr AP2 block = blocks beta-arrestin peptide binding to AP2 adaptin; FITC-arrestin peptide / GST-AP2 beads, flow cytometry; AP2 beta2 appendage carries R879A mutation; inhibition, % at 10 µM; hit rate 0.31% among 340,000; AID 504490;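 active means inhibition above a set limit, near 3 SD of compounds lacking own fluorescence, cut at about 54% in these data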;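 further: plate controls were DMSO wells for no effect and 5 µM unlabelled arrestin peptide for full effect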
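System: GST-tagged AP2 beta2-adaptin appendage (R879A) on 4 µm glutathione beads / Reagent: FITC-arrestin peptide, 50 nM / Detection: HyperCyt-sampled flow cytometry, FL1 channel, ex 488/em 535 nm / Timing: 12 min plus 1 h, RT / Buffer or medium: PBS plus Tween 20 (0.05%) and BSA (0.1%)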
Active calls of the source: *; x = no result given.

Sequence of screens: DSG3 Ab inh	Arr AP2 block	V-ATPase pH	OPRM1-OPRD1 ag	DAGLB inh	HTR5A inv ag	MOR-DOR inv ag	PKA-R2B act	HTR5A ag	PKA-R1A activ
CN(C(=O)CSc1nnc(-c2cccs2)n1N)c1ccccc1
    x	-9	5	-4.0	-3	-8	16	-2	1	3
COc1ccc(CC(=O)Nc2ccc(C(N)=O)cc2)cc1
    94	11	-1	-1.9	4	-12	10	-14	3	-9
Cc1ccc(NC(=O)CN2C(=O)NC(Cc3c[nH]c4ccccc34)C2=O)cc1S(=O)(=O)N1CCCCC1 (stereo unspecified)
    x	x	7	1.5	4	-30	-8	1	3	-7
CCOC(=O)c1ccc(NC(=O)CCNS(=O)(=O)c2cccs2)cc1
    102	-12	0	1.3	1	-1	-10	1	0	-17
CCOC(=O)c1ccc(N2C(=O)CC(N(C)CCc3ccc(OC)c(OC)c3)C2=O)cc1 (stereo unspecified)
    96	12	0	-0.8	1	-3	4	0	-2	0
Cc1ccc(NC(=O)c2ccccc2Cl)c(Cl)c1
    101	0	-1	-3.4	-4	19	19	-7	-2	2
Cc1ccc(NC(=O)c2oc3ccc(S(=O)(=O)N4CCOCC4)cc3c2C)c(C)c1
    100	-3	3	1.8	-1	-39	-10	8	7	6
COc1ccc(NS(=O)(=O)c2ccc(NS(=O)(=O)c3cccc(C(=O)O)c3)cc2)cc1
    x	10	0	-1.1	4	-4	7	-1	1	6
COc1ccc(OC)c(NC(=O)NNC(=O)CCCOc2ccc(Cl)cc2C)c1
    94	-15	5	0.2	-2	-1	-1	11	0	-4
O=C(COC(=O)c1ccc(Sc2ccccc2)c([N+](=O)[O-])c1)NC1CCCc2ccccc21 (stereo unspecified)
    105	-11	3	-1.0	-1	26	6	-4	3	4
CCOC(=O)c1[nH]c(C)c(C(=O)OCC(=O)NC2CCS(=O)(=O)C2)c1C (stereo unspecified)
    99	4	0	-2.2	2	2	11	2	-1	3
CCC12C(=Nc3c(Cl)cccc31)C[C@@H]1CCN3C(=O)CCC[C@H]2[C@H]13 (stereo partly specified)
    104	-5	0	-2.5	-1	-1	14	3	0	-1
Cc1nn(C(C)C(=O)N2CCc3ccccc32)c(C)c1[N+](=O)[O-] (stereo unspecified)
    103	4	-3	1.7	1	-15	-10	-3	7	-5
CNCc1cn2cc(Cl)ccc2n1
    99	6	4	2.5	1	2	-17	-10	7	-10
COc1cc(NS(=O)(=O)c2ccc(OC)c(C)c2C)c(OC)cc1Cl
    108	-13	-3	-0.1	-5	4	1	-13	-4	-6
COC(=O)c1ccc(CNC(=O)COC(=O)/C=C/c2ccc(OC)c(OC)c2)cc1
    x	40	-1	-2.8	-4	3	11	-8	1	8
O=C(CN1CCCC1=O)NC1(C(F)(F)F)NC(=O)N(Cc2ccccc2)C1=O (stereo unspecified)
    116	24	-4	-2.6	0	15	15	3	-2	0
Cc1ccccc1N(CC(=O)NCc1ccncc1)S(C)(=O)=O
    103	1	3	1.1	3	-9	-7	0	4	-15
Cc1ccc(C(=O)N/N=C\c2cccs2)cn1
    88	-6	2	0.2	-2	16	-1	-5	0	5
O=c1c2c3c(sc2nc2n1CCCC2)CCC3
    87	-3	-1	0.7	2	-28	-4	1	5	-6
CC(OCCN1CCCC1)(c1ccc(F)cc1)c1ccc(F)cc1
    99	-7	1	-2.8	1	5	15	-7	-2	4
CC1CC(C)CN(C(=O)CCc2nnc3ccc(N4CCCCC4)nn23)C1 (stereo unspecified)
    x	-7	-1	-3.2	0	7	17	3	-2	5
CC(C)CCN1C(=O)CCC1(C)C(=O)NC1CCCCCCC1 (stereo unspecified)
    109	-5	1	-0.5	1	-15	3	-3	-1	-2
CCOc1ccc(NC(=O)c2ccc(NC(=O)CSc3nc4ccccc4c(=O)[nH]3)cc2)cc1
    81*	13	4	-1.5	1	10	7	4	0	-14
O=C(O)CCn1c(C2CCCCC2)nc2ccccc21
    94	7	9	-2.1	-2	14	11	0	0	7
O=C(COC(=O)COc1ccccc1[N+](=O)[O-])Nc1ccc(S(=O)(=O)N2CCCCC2)cc1
    97	7	-5	-0.9	0	13	5	2	-1	0
Cc1cnc(C(=O)Nc2ccc(C(C)C)cc2)cn1
    105	-11	1	-0.8	-2	-10	4	-2	4	-10
CCCN1CCC(NC(=S)Nc2ccc(S(N)(=O)=O)cc2)CC1
    107	1	-1	-2.1	0	4	11	5	-1	-3
CC(=O)Nc1cccc(NC(=O)CSc2ccc3nnc(CCNC(=O)c4ccccc4)n3n2)c1
    101	3	2	0.3	0	-4	-2	-5	1	5
CC1CCCCN1C(=O)CSc1nc2cc3c(cc2c(=O)n1Cc1ccc2c(c1)OCO2)OCO3 (stereo unspecified)
    106	-4	0	-1.5	1	2	7	-9	-1	1
Cc1ccc(NC(=S)NCCc2ccc(S(N)(=O)=O)cc2)cc1C
    100	-22	0	-0.6	2	16	3	-5	1	-3
COc1ccc(C(CNC(=O)c2cccc(N(C)C)c2)N2CCCC2)cc1 (stereo unspecified)
    x	-5	-1	-0.3	-1	-1	1	-1	0	-3
O=C(NCC1CCCO1)c1cccc(-n2cnnn2)c1 (stereo unspecified)
    103	-5	1	-1.3	-3	-5	7	4	-4	4
CCOC(=O)c1sc2nc(C)nc(NCCc3ccc(S(N)(=O)=O)cc3)c2c1C
    103	17	4	-0.3	3	11	2	-2	-4	7
Cc1ccc2c(c1)C(=O)CC(O)(C(F)(F)F)O2 (stereo unspecified)
    112	10	-7	-1.9	-2	0	9	-10	4	1
O=C(N/N=C/c1cn(CCOc2ccccc2)c2ccccc12)c1ccncc1
    122	-5	0	-3.0	1	18	16	3	2	-6
COc1ccc(/C=N/NC2=NCCCCC2)c(OC)c1
    72	1	0	-1.0	0	5	5	3	-2	-9
CCOC(=O)c1ccc(NC(=S)NC(=O)C2CCCC2)cc1
    124	21	4	1.4	-12	0	-8	-9	0	-4
COCCn1c(=S)[nH]c2cc(C(=O)N3CCc4ccccc43)ccc2c1=O
    98	-3	-2	-1.9	-1	-3	11	-10	0	-1
COC(=O)c1cc(Br)c(=O)n(Cc2ccc(C(=O)O)cc2)c1
    101	31	2	-1.9	-4	-10	11	-10	3	1
COc1cc2c(C#N)c(N3CCc4ccccc4C3)nc(N)c2c(N)n1
    100	15	7	1.0	-4	-13	-5	6	12	3
Cc1cc(C)nc(NC(=O)CN2C(=O)c3ccccc3C2=O)n1
    105	-2	0	-2.8	0	21	14	-11	0	0
CCn1nccc1C(=O)Nc1cc(Cl)ccc1Cl
    107	-13	0	-2.0	-4	-17	12	-1	-3	2
COc1ccc(S(=O)(=O)N(Cc2ccccc2)c2ccccc2C(=O)Nc2ccccc2C(=O)NCc2ccco2)cc1
    100	18	-1	0.7	-4	-2	-4	4	0	2
CCc1nc(SCc2ccc([N+](=O)[O-])cc2)n[nH]1
    103	37	-2	-0.3	1	16	2	2	2	1
CCOC(=O)N=Nc1c(O)n(CC)c2ccccc12
    x	8	-4	-3.0	-1	4	16	-1	-1	2
COc1ccc(OC)c(NC(=O)c2cccc(S(=O)(=O)N3CCN(C(C)=O)CC3)c2)c1
    108	-1	-2	1.1	-1	0	-8	2	8	4
Cc1ccccc1N=Nc1c(O)n(C)c2ccccc12
    119	1	0	-3.3	2	-9	16	-3	3	-3
COc1cccc(CN2CC(C(=O)NCCCc3ccc(C)cc3)CCC2=O)c1 (stereo unspecified)
    x	2	3	-3.2	1	7	16	-15	1	-5
CN1C(C(=O)NCc2ccccc2)CC2Cn3c(nc4cc5ccccc5cc43)C21 (stereo unspecified)
    100	19	5	-2.3	0	-22	13	-2	11	-3

The listing continues.
Sequence of screens: DSG3 Ab inh	Arr AP2 block	V-ATPase pH	OPRM1-OPRD1 ag	DAGLB inh	HTR5A inv ag	MOR-DOR inv ag	PKA-R2B act	HTR5A ag	PKA-R1A activ
Cc1ccc(NC(=O)C(OC(=O)c2cc(C)oc2C)c2ccccc2)cc1 (stereo unspecified)
    96	-1	-2	5.8	-11	13	-31	-9	1	-10
C=CCN(c1ccc(C(=O)Nc2cc(C)cc(C)c2)cc1)S(C)(=O)=O
    107	-9	4	-1.1	1	-2	6	-12	-3	-5
CC(CN(C)Cc1ccccc1)OC(=O)c1cccc(F)c1 (stereo unspecified)
    115	-3	-1	9.8	-7	22	-52	3	1	6
O=C(COC(=O)c1cccc(Cl)c1)Nc1ccc2[nH]c(=O)[nH]c2c1
    102	1	-4	-0.6	4	0	4	-5	2	-2
O=[N+]([O-])c1cccc(/C=N/Nc2cc(N3CCOCC3)ncn2)c1
    98	6	-2	-3.0	-4	6	14	-8	-2	-4
O=C(Nc1ccccn1)c1ccc([N+](=O)[O-])cc1Cl
    133	47	8	3.8	-1	2	-21	2	4	0
COc1cc(OC)cc(C(=O)NCC(=O)OCC(=O)NC(C)(C)C)c1
    105	7	2	-0.1	0	13	0	-4	0	-9
Cc1ccc(N=Nc2ccc(N)cc2C)c(S(N)(=O)=O)c1
    85	-11	3	-2.7	13	6	14	-5	-2	-20
CCN(c1ccccc1)S(=O)(=O)c1ccc(C(=O)NCC(c2ccccc2OC)N2CCCC2)cc1 (stereo unspecified)
    x	14	-6	-4.9	-5	-3	18	-9	-3	-3
N#C/C(=C\c1cccnc1)c1ccccn1
    100	-16	3	-2.7	3	10	14	3	-3	0
CCOc1ccc(NS(=O)(=O)c2c(C(=O)N3CCCCCC3)c(C)n(C)c2C)cc1
    103	-8	-4	-3.0	0	16	15	0	-6	-11
O=C(CC1Sc2ccccc2NC1=O)Nc1cccc(C(=O)O)c1 (stereo unspecified)
    99	11	5	1.0	1	20	-6	-1	-7	-5
CC(C)CC(NC(=O)c1ccc(Cl)cc1)C(=O)OCc1cc([N+](=O)[O-])cc2c1OCOC2 (stereo unspecified)
    127	-11	2	-1.2	-12	38	6	-1	0	3
COc1ccc(NC(=O)c2cccc(N3C(=O)C4C5C=CC(C5)C4C3=O)c2)cc1 (stereo unspecified)
    110	-12	4	-2.5	1	11	14	-7	7	-8
O=C(CSc1nc2ccccc2c(=O)n1-c1ccccc1)NC(=O)CN1CCCC1=O
    106	-50	3	-1.3	4	15	6	-4	0	2
Cc1cc(-c2nnc3n2N=C(c2ccccc2Br)CS3)n[nH]1
    x	13	2	-0.6	1	-2	3	4	1	7
Cc1ccc2nc(SCC(=O)Nc3cccc(F)c3)nc(=O)n2c1
    113	-8	2	-2.4	-2	3	13	8	-1	5
CCOC(=O)N1CCC(NC(=O)CN2C(=O)CSc3nc(C)cc(C)c32)CC1
    112	8	4	-0.4	1	-33	2	10	11	-2
COc1ccc(CCC(=O)Nc2sc(C(=O)N(C)C)c(C)c2C#N)cc1
    104	26	2	-3.1	-1	9	17	0	-3	-3
